Compound activity deposited in PubChem BioAssay by National Center for Advancing Translational Sciences (NCATS).
KCNH2 WT inh: KCNH2 (human, wildtype) channel inhibition. U2OS, BacMam KCNH2, thallium flux FluxOr; hits give low values. activity change, % at 1.84 µM. Q12809. 0.37% of 340,000 active;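 active means maximum activity change below -70%; inconclusive means maximum activity change between -70% and -50%; inactive means maximum activity change above -50%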; further: on the % scale 0 is the no-effect control and ±100 the full control effect
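U2OS cells were transduced with wild-type KCNH2 virus (2.03 x 10^8 / mL) for 4 h at room temperature, then cultured overnight at 37 C. Thallium flux was read with FluxOr dye. Rate constants were normalized to DMSO controls.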
KCNH2 3.1 inh: inhibitors of human KCNH2 3.1 potassium channel isoform; activity change, % (tested at about 1.8 µM); 0.95% of 340,000 active; U2OS KCNH2 3.1, thallium flux FluxOr; hits give low values;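 active means maximum activity change below -70%; inconclusive means maximum activity change from -70% to -50%; inactive means maximum activity change above -50%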;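 further: thallium influx rate constant from kinetic fluorescence after stimulation buffer; on the % scale 0 is the no-effect control and ±100 the full control effect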
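Measured as rate of thallium-driven FluxOr signal in transduced U2OS cells carrying the 3.1 channel, read kinetically for 2 min upon stimulation; values are rate constants scaled to DMSO control wells.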
ELG1 repair inh: ELG1-dependent DNA repair inhibition; HEK293T ELG1-luciferase reporter, luminescence, 16 h; DNA damage induced by 5-fluorouridine; Potency, µM (highest dose often 46.1 µM), inactives show top-dose activity change, negative = inhibition, hits mostly inhibitors; 2.3% of 330,000 active; AID 504467; further: potency means the concentration at half of the fitted maximal effect; on the % scale 0 is the no-effect control and ±100 the full control effect; nearly all actives have a fitted effect of over 55% in size
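Overnight (16 hr) co-exposure of 2,000 cells/well to 5-fluorouridine and compound at 37 °C preceded detection. Luciferase was quantified via ONE-Glo luminescence; loss of signal denotes inhibition.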
Mito fusion act: mitochondrial division inhibition or fusion activation; Potency, µM (series often up to 46.1 µM), for inactives: top-dose growth rescue (activation), hits mostly activators; 0.23% of 320,000 active; AID 485298; S. cerevisiae fusion-defective mutant growth rescue, CellTiterGlo 48 h;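 further: potency means the concentration at half of the fitted maximal effect; % of control where 0% means no effect; nearly all actives have a fitted effect of over 45% in size; temperature-sensitive fusion mutants such as fzo1-1 at 37 °C on non-fermentable ethanol glycerol medium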
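Growth-rescue viability read-out: after 48 h at the non-permissive 37C in glycerol/ethanol YPEG, yeast mitochondrial fusion mutants are measured by CellTiterGlo luminescence; compounds (23 nl pinned per well) restoring growth score as division inhibitors or fusion activators.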
USP2a block: USP2a (human) protease inhibition; O75604; USP2 core, Ub-CHOP2 coupled fluorogenic reporter, 485/531; Potency, µM (series often up to 38.3 µM), for the others: top-dose activity change, negative = inhibition, usual class: inhibitors; 0.01% of 330,000 active; AID 463254;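 further: potency means the concentration at half of the fitted maximal effect; plate controls were DMSO wells for no effect and full inhibition by NEM control for full effect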
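Deubiquitinase activity read as fluorescence (485/531 nm) after Ub-CHOP2 cleavage activates the enterokinase reporter on its substrate; USP2 core 10nM, Ub-CHOP2 and substrate 25nM each, 30min compound preincubation then 60min RT; data normalized to NEM, curves fitted.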
TSHR antagonist: human thyrotropin receptor antagonism; P16473; TSHR-expressing cells, TSH-stimulated cAMP HTRF, 2 h; hits give low values; activity change, negative = inhibition, % at 11.5 µM; 0.2% of 330,000 active;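 active means activity change below a set negative limit, meaning inhibition stronger than a set level, cut at about -70% in these data; inconclusive means activity change between two set negative limits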; further: on the % scale 0 is the no-effect control and ±100 the full control effect
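Antagonism was scored as loss of TSH-driven cAMP in TSHR cells, stimulated with 4nM TSH (EC80) for 2 hours at 37 deg C and detected by homogeneous HTRF competition immunoassay.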
TCR act: activates T cell receptor signaling; 330,000 tested, under 10 active; Potency, µM (titrated, usually from 9.22 µM), without a hit: at the highest dose activation of IL-2 secretion, usual class: activators; primary human leukocytes, anti-CD3, IL-2 HTRF, 48 h; further: % of control where 0% means no effect
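Readout: HTRF IL-2, Eu-cryptate/d2 antibody pair, 320nm excitation, 665nm emission. Stimulus: a-CD3 beads, no co-stimulation. Cells: primary human leukocytes. Exposure: 48 hr with compound.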
AT treatment: potential ataxia-telangiectasia treatment. Potency, µM (doses to about 57.5 µM), for the others: at the highest dose activation, hits mostly activators. […] A-T fibroblasts, KAP-1 phosphorylation AlphaLISA; neocarzinostatin DNA damage 30 min before lysis. 0.19% of 320,000 active. AID 485349; further: potency means the concentration at half of the fitted maximal effect; % of control where 0% means no effect; nearly all actives have a fitted effect of over 45% in size
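hTERT-immortalized A-T patient fibroblasts ([…]), 500 cells/well in OPTI-MEM, 1% FBS, got compounds for 60 min, then NCS for 30 min at 37C. Lysates were then assayed for phospho-KAP-1 by AlphaLISA (anti-pKAP1 donor, anti-KAP1 acceptor beads), 6 hr at 25C.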
Eya2 inh: Eya2 (human) phosphatase inhibition; O00167; recombinant Eya2, OMFP fluorescence dephosphorylation (OMFP is methylfluorescein phosphate); 0.006% of 330,000 active; Potency, µM (top dose mostly 76.9 µM), for inactives: at the top dose activity, negative = inhibition, hits mostly inhibitors; further: potency means the concentration at half of the fitted maximal effect; on the % scale 0 is the no-effect control and ±100 the full control effect
Target sequence (O00167 whole entry, looked up): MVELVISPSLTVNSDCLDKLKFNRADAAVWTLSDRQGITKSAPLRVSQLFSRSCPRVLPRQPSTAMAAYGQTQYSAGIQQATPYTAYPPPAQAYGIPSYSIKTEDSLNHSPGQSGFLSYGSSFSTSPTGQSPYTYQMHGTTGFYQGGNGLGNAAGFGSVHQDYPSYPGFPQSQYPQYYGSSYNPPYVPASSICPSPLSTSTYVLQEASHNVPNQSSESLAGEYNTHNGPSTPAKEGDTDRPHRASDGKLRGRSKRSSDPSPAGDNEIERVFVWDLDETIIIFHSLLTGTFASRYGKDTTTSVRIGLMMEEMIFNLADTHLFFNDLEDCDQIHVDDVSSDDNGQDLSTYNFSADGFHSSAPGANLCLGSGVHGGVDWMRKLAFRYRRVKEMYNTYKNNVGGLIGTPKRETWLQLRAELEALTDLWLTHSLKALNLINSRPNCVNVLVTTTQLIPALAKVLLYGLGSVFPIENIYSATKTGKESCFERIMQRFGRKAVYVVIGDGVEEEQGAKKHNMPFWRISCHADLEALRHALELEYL
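Eya2 protein (added as 0.2 uM solution) was preincubated with compound for 10 min at ambient temperature in 50 mM HEPES pH 7.5, 50 mM NaCl, 5 uM MgCl2, 0.05% BSA, 1 mM DTT. OMFP (added at 50 uM) then reacted 10 min; fluorescence read at 485/525 nm.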
TRPV1 agonist: activates the human vanilloid receptor TRPV1. TRPV1-expressing cells, Fluo-8 calcium influx, agonist mode. 0.19% of 320,000 active. activation, % at 8.33 µM. AID 540275; in the data active means activation above about 80%; inconclusive means between about 30% and that limit; further: 0% is about no effect
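Cells expressing TRPV1 were dye-loaded with Fluo-8 and read kinetically: 10 s baseline, 3 min after compound (agonist portion), then 2 min after EC20 capsaicin (allosteric enhancer portion). Calcium-bound dye fluorescence at 480/520 nm.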
An asterisk follows results filed as active; ? = inconclusive; nt = not tested or not shown; [ ] = dose if it differs, or a comment. Unless noted, the call rests on the fitted dose curve; in most records, active means well fitted curve in the direction sought with a large enough effect; inconclusive means small, poorly fitted or top-dose-only effect, or another doubt; inactive means no such curve, though single readings can be large; an effect the other way counts as inactive or inconclusive. Only part of the results is shown. The share of hits here may be higher or lower than overall.

Sequence of screens: KCNH2 WT inh	KCNH2 3.1 inh	ELG1 repair inh	Mito fusion act	USP2a block	TSHR antagonist	TCR act	AT treatment	Eya2 inh	TRPV1 agonist
CCOC(=O)c1cccc(NS(=O)(=O)c2c(C(=O)N3CCCCCC3)c(C)n(C)c2C)c1
 : -9	0	-2%	3%	3%	8	0%	4%	-2%	-1
COc1cccc(C(=O)CSc2nccn2C)c1
 : -4	-7	?	-11%	5%	2	-5%	8%	0%	5
O=[N+]([O-])c1ccc(CSC2=NCCN2)cc1
 : 6	-17	10%	4%	1%	-9	nt	5%	-23%	0
CCOc1ccc2cc(C#N)c(SCC(=O)N3CCOCC3)nc2c1
 : 13	9	?	7%	1%	18	-1%	12%	-29%	-4
C/C(=N\NC(=S)NCc1ccccc1)c1ccc(C(C)(C)C)cc1
 : -5	-1	?	?	3%	8	-7%[46.1 µM]	-1%	-19%	11
Cc1onc(-c2ccccc2Cl)c1C(=O)Nc1ccc(F)c(F)c1
 : -1	-7	-4%	-2%	0%	-11	1%	4%	6%	-2
COc1ccc(N(CC(=O)N2CCN(c3ccc(Cl)cc3)CC2)S(=O)(=O)c2c(C)noc2C)cc1
 : -3	-4	?	14%	1%	-3	7%	2%	-10%	-1
O=C(c1cccc([N+](=O)[O-])c1)N(c1ccccn1)c1ccccn1
 : 4	4	0%	-1%	1%	-2	-9%[46.1 µM]	-5%	-3%	1
C[C@@]12CCC[C@H](O1)[C@@H]([C@H](O)c1ccccc1)O2
 : -7	7	-1%	nt	-3%	55	-7%	21%	-18%	nt
COc1ccc(Cn2nnnc2C(c2ccc(C)cc2)N2CCN(C3CCCC3)CC2)cc1 (stereo not drawn)
 : 16	-73*	-2%	-2%	7%	6	5%	2%	-26%	0
COc1ccccc1CCCNC(=O)C1CCC(=O)N(CCN2CCOCC2)C1 (stereo not drawn)
 : 7	9	18%	-1%	3%	-2	-4%	2%	4%	1
Cc1nn(Cc2ccccc2)c(Cl)c1/C=C/C(=O)OC(C)C(=O)N1CCCC1 (stereo not drawn)
 : 1	10	?	-18%	0%	17	1%	16%	12%	5
CCCCc1c(C)nc2ccc(C)cc2c1SCCC(=O)O
 : 3	-6	9%	-3%	0%	-15	3%	-3%	?	-3
CCOc1ccc(OCC)c(Nc2cc(C)nc3nc(C)nn23)c1
 : -3	6	-6%	3%	1%	20	-3%	-15%	3%	5
CC(=O)c1cccc(NS(=O)(=O)N2CCCCC2)c1
 : -3	0	1%	0%	0%	-2	10%	-2%	0%	-1
CCOC(=O)N1CCC(N2C(=O)c3ccccc3C2Nc2cccnc2)CC1 (stereo not drawn)
 : 3	11	-2%	-8%	1%	11	-6%	-2%	-21%	-2
O=C(O)c1ccccc1SC1CC(=O)N(C2CCCCC2)C1=O (stereo not drawn)
 : -14	-3	?	0%	-2%	-3	6%[46.1 µM]	-1%	-10%	0
CC(=O)c1ccc(NC(=O)CSC(C)C)cc1
 : -15	-1	?	0%	2%	2	nt	-3%	-4%[15.4 µM]	-2
COc1cccc(C2/C(=C(/O)c3ccccc3)C(=O)C(=O)N2CCCC(=O)O)c1 (stereo not drawn)
 : 9	15	29%	0%	3%	7	-1%	-2%	16%	-1
COCCCN(C(=O)CCOc1ccc(C)cc1)c1c(N)n(Cc2ccccc2)c(=O)[nH]c1=O
 : -7	4	7%	1%	2%	5	5%	2%	9%	-5
O=C(COC(=O)C1CCN(c2ccc(C(F)(F)F)cn2)CC1)Nc1ncc(Cl)cc1Cl
 : 3	-71*	?	0%	4%	-4	3%	2%	14%	2
Cc1nnc(NC(=O)CSC2CCCCC2)s1
 : -3	-4	13%	-12%	2%	5	2%	4%	18%	-2
Cn1c(Cc2cccs2)nnc1SCC(=O)Nc1ccccc1
 : -8	-5	1%	1%	2%	-4	-2%	0%	1%	0
Cc1ccc(N2CC(C(=O)N3CCC4(CC3)CC(=O)c3ccccc3O4)CC2=O)cc1C (stereo not drawn)
 : 17	7	?	-1%	-1%	-11	4%	-2%	-14%	4
O=C(C1CCCN(S(=O)(=O)c2cccc3nsnc23)C1)N1CC=C(c2ccccc2)CC1 (stereo not drawn)
 : 1	-8	?	4%	1%	-9	0%	11%	-21%	2
CC(C)(O)C1Cc2cc(/C=C/C(=O)O)c(O)cc2O1 (stereo not drawn)
 : 3	-4	?	8%	3%	-5	3%	9%	-2%	0
N#CC1CCN(c2ncccc2[N+](=O)[O-])CC1
 : 2	3	0%	-3%	0%	6	-33%	-2%	17%	-3
CC(=O)c1cccc(NC(=S)NC(=O)C(C)C)c1
 : 5	-7	16%	-8%	2%	-2	8%	1%	-9%	nt
CCN(CC)C(=O)/C(=C\c1ccncc1)NC(=O)c1ccccc1
 : 14	5	14%	0%	2%	4	3%	4%	3%	2
Cc1cc(NC(=S)NC(=O)CC(C)C)ccc1Br
 : -35	-19	?	-11%	1%	-17	-2%	0%	1%	9

Two compounds from above with just TRPV1 agonist and TSHR antagonist:
structure	TRPV1 agonist	TSHR antagonist
O=C(O)c1ccccc1SC1CC(=O)N(C2CCCCC2)C1=O (stereo not drawn)	0	-3
Cn1c(Cc2cccs2)nnc1SCC(=O)Nc1ccccc1	0	-4

Other records follow.
Sequence of screens: KCNH2 WT inh	KCNH2 3.1 inh	ELG1 repair inh	Mito fusion act	USP2a block	TSHR antagonist	TCR act	AT treatment	Eya2 inh	TRPV1 agonist
O=C(NCc1ccccc1)c1ccc(F)c(F)c1
 : -3	8	-5%	-9%	4%	18	-22%	1%	15%	?
CC(C)NC(=O)CCc1nc2cccnc2n1-c1ccccc1
 : -2	24	2%	-4%	1%	-6	5%	-1%	-2%	3
C[C@H](NC(=O)[C@@H]1CCC(=O)N1Cc1ccco1)c1ccccc1
 : 12	-4	0%	3%	-2%	-2	-13%	0%	-13%	-6
COc1ccccc1CC(=O)N(CCC#N)CCC#N
 : -3	-3	?	-6%	-2%	1	5%[46.1 µM]	-2%	-23%	-2
O=C(O)c1cccnc1SCC(=O)N1CCCCCC1
 : 17	?	?	3%	2%	-3	-61%	-7%	0%	2
CC(C)CCn1c(=O)c2ccccc2n2c(COC(=O)c3ccc(S(=O)(=O)N(C)C)cc3)nnc12
 : nt	nt	-2%	-6%	2%	7	nt	-12%	1%	1
CCC(C)N(C)Cc1cccc(C2(O)CCN(S(=O)(=O)c3ccc(F)cc3)CC2)c1 (stereo not drawn)
 : -3	-11	0%	-1%	3%	-6	-6%	-3%	-1%	1
COCCN(CCOC)S(=O)(=O)c1ccc(C(=O)Nc2sc3c(c2C(N)=O)CCCCC3)cc1
 : 9	-9	?	-4%	1%	-5	2%[46.1 µM]	15%	1%	-2
COc1ccc(CC(=O)OC(C)CN2CCCC2)cc1 (stereo not drawn)
 : 0	8	0%	-1%	-1%	1	5%	0%	-1%	-1
CC1CCCCN1S(=O)(=O)c1ccc(C(=O)Nc2nnc(C3CC3)o2)cc1 (stereo not drawn)
 : 1	12	-12%	-4%	1%	-9	-4%	-2%	-14%	-4
NC(=O)CC(NC(=O)Cc1cccc2ccccc12)c1ccc(N2CCN(c3ccccn3)CC2)c([N+](=O)[O-])c1 (stereo not drawn)
 : -2	3	24%	0%	-7%	-6	-3%	-1%	8%	1
CC(C)CC(=O)NC1(C(F)(F)F)NC(=O)N(c2ccccc2)C1=O (stereo not drawn)
 : -16	-14	4%	-3%	-1%	3	2%	-1%	5%	-1
CCc1ccc2c(c1)/C(=C/C(=O)c1cccs1)C(=O)N2
 : -10	-13	27%	-4%	-2%	-31	-2%	-11%	5%	20
COC(=O)c1cc(C(=O)c2cc(Br)ccc2O)coc1=N
 : 4	-9	-14%	-3%	3%	-4	4%	-1%	11%	-4
Cc1nnc2c3cnn(-c4ccc(Cl)cc4)c3ncn12
 : nt	nt	?	6%	-1%	4	nt	3%	1%	3
NC(=O)C1CCN(C(=O)COc2cccc3cccnc23)CC1
 : -1	-6	0%	-2%	2%	-8	-4%	1%[11.5 µM]	3%	-1
COc1cccc(CNC(=O)c2cccc(S(=O)(=O)N3CCN(C)CC3)c2)c1
 : 18	-5	-6%	-1%	0%	-6	5%	-6%	8%	2
CCOC(=O)N1CCC(N(CCN(C)C)C(=S)Nc2ccccc2OCC)CC1
 : 2	3	7%	-2%	-2%	-2	1%	-1%	7%	2
Cc1cccc(N2CCN(C(=O)c3cc4ccccc4oc3=O)CC2)c1C
 : 2	8	?	14%	-2%	-5	0%	10%	-37%	-3
c1ccc(CSC2=NCCS2)cc1
 : -1	13	?	-10%	-6%	1	-3%	-1%	6%	19
O=C(Cn1c(=O)n(Cc2ccccc2)c(=O)c2cc(Cl)ccc21)NCC1CCCO1 (stereo not drawn)
 : 3	-4	0%	13%	-2%	52	9%	12%	-21%	3
N#Cc1nc(COc2ccc(Br)cc2)oc1N1CCN(Cc2ccccc2)CC1
 : -8	-19	-28%	11%	-7%	-10	-25%	-1%	-24%	3
